MsrA inhibitor – inhibits bovine methionine sulfoxide reductase A; purified bovine MsrA, absorbance read-out; hit rate 0.75% among 360,000; inhibition, % at 15.5 µM; AID 651718; in the data active = inhibition above about 4.5%;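 also: 0% = vehicle wells with enzyme and 100% = reference inhibitor wells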
DNMT1 block – blocks human DNA methyltransferase DNMT1. inhibition (reported as % activation of signal), % at 10 µM. hit rate 0.83% among 360,000. DNMT1 molecular beacon, Hinp1I cleavage, fluorescence. P26358; in the data active = inhibition above about 50%
SUMO1-SIM PPI – alters human SUMO1 binding to SIM partners | AID 602429 | hit rate 0.33% among 360,000 | P63165 | inhibition, % at 20 µM | SUMO1 binding to a labelled peptide, TR-FRET, 1 h; in the data active = inhibition above about 37%
Target sequence (P63165 whole entry, looked up): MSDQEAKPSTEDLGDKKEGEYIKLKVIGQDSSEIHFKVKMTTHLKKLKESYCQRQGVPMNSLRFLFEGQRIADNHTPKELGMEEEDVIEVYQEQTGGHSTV
NRP1-CendR mod – NRP-1/CendR interaction modulation; AID 602438; hit rate 0.85% among 360,000; inhibition, % at 25 µM; FAM-RPARPAR peptide binding to NRP-1, fluorescence polarization; O14786;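 active = inhibition or corrected inhibition above about 18%, plus a signal ratio from 0.5 to 1.5, limit read from the data, passing the limit was not always enough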; also: strong numbers were not always called active
eLon inh – inhibitors of E. coli Lon protease | inhibition, % at 7.94 µM | hit rate 0.42% among 360,000 | purified E. coli Lon protease, fluorescence polarization; in the data active = inhibition above about 13%, passing the limit was not always enough;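 also: 0% = enzyme with probe and DMSO and 100% = no enzyme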
LMPTP inh – blocks human LMPTP phosphatase. P24666. recombinant LMPTP-A, OMFP fluorogenic substrate, fluorescence intensity. inhibition, % at 20 µM. hit rate 0.22% among 360,000. AID 651560;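 active = compounds that cut the enzyme signal by at least half of the control window in the single-dose screen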;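 also: plate controls were DMSO wells with enzyme plus substrate for no effect and substrate without enzyme for full effect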
Target sequence (P24666 whole entry, looked up): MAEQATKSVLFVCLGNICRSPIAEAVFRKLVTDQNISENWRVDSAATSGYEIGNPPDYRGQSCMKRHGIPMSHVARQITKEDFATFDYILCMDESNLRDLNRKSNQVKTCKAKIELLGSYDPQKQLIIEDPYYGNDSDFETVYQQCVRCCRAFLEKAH
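test system = LMPTP-A | amount = 0.625 nM LMPTP-A final | reagent = fluorogenic phosphatase substrate OMFP at 400 µM final | incubation = 50 min at room temperature | benchmarks = no-enzyme low control, uninhibited high control | medium = Bis-Tris pH 6.0, DTT, detergent | signal = fluorescence intensity of OMFP turnover product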
bovine MsrA act – activates bovine MsrA enzyme | purified bovine MsrA, absorbance read-out | activation, % at 10.6 µM | hit rate 0.3% among 360,000 | AID 602163; in the data active = activation above about 7.5%;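 also: 0% = vehicle and 100% = reference activator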
Scp-1 inhibitor – blocks human Scp-1 phosphatase activity. Q9GZU7. Recombinant Scp1, phosphopeptide, malachite green phosphate absorbance. inhibition, % at 20 µM. hit rate 0.88% among 340,000;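 active = inhibition above about 50% at 20 µM, limit read from the data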;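 also: plate controls were DMSO wells with enzyme for no effect and wells lacking enzyme for full effect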
Target sequence (Q9GZU7 76-261 limits assumed): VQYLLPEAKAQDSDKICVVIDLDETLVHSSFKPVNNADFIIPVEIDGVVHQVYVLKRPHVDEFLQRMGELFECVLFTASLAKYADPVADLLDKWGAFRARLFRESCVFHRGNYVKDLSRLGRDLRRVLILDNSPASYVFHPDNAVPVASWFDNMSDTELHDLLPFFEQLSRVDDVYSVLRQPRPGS
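Test system: SCP-1 phosphatase catalytic domain, residues 76-261; measured by: colorimetric phosphate reagent with accelerator and stabiliser, absorbance at 630 nm; timing: enzyme reaction 45 min at room temperature, colour 5 min, stabilisation 30 min; also added: Phosphorylated 17-residue peptide substrate; compound dosing: one concentration, 20 µM, with 1.0% DMSO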
TbMetRS inhib – blocks T. brucei methionyl-tRNA synthetase activity | purified T. brucei MetRS, ATP depletion, Kinase-Glo luminescence | inhibition, % at 11.9 µM | hit rate 0.4% among 360,000;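 active = inhibition above a per-plate cutoff of the control wells' mean inhibition plus 3 SD, cut at about 5.5% in these data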;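 also: 0% = DMSO wells median and 100% = median of wells with control inhibitor compound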
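Test system – parasite MetRS enzyme · Reagent – substrates ATP, L-methionine and bulk Escherichia coli tRNA · Doses – 11.9 µM compound single dose, 0.9% DMSO · Times – 15 min enzyme-compound preincubation, 2 h reaction, 10 min detection, 25 °C · Signal – Kinase-Glo luminescence, ATP depletion format · Controls – DMSO-only wells as low control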
STEP inh – STEP (human) phosphatase inhibition; P54829; recombinant STEP, OMFP fluorogenic substrate, fluorescence; inhibition, % at 20 µM; hit rate 0.25% among 360,000;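 active = inhibition at 20 µM, scaled per plate between control wells, above about 37%, limit read from the data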;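 also: 0% = DMSO with enzyme and substrate and 100% = substrate only without enzyme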
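Test system: STEP tyrosine phosphatase / Reagent: OMFP at 25 µM / Doses: 20 µM, 1% DMSO / Read-out: percent inhibition scaled to no-enzyme and uninhibited-enzyme controls, plate-pattern corrected / Detection: FITC-channel fluorescence of OMFP product / Medium: Bis-Tris buffer pH 6.0, 2.5 mM DTT, 0.005% Tween 20 / Schedule: 20 min at room temperature, dark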
* marks the source's active call; other numbers are inactive results; · = no result given. Compounds as they come. Share with any hit: about 4.3%.

structure	MsrA inhibitor	DNMT1 block	SUMO1-SIM PPI	NRP1-CendR mod	eLon inh	LMPTP inh	bovine MsrA act	Scp-1 inhibitor	TbMetRS inhib	STEP inh
COc1ccc(C(CNS(=O)(=O)c2ccccc2)N2CCN(C)CC2)cc1 (stereo not drawn)	0.4	0	17	5	-13	-2.9	-1	-6	-0.3	-2
CCOc1ccccc1NC(=O)CCc1nnc2ccc(N3CCC(C)CC3)nn12	-0.3	98*	4	3	-5	-1.6	-5	-5	-0.6	1
COCCNCC(=O)NCC12CC3CC(CC(C3)C1)C2	-1.0	-1	4	16	-6	-1.5	-7	-5	-1.7	-2
O=C(CN1C(=O)NC(Cc2c[nH]c3ccccc23)C1=O)Nc1cccc(S(=O)(=O)N2CCCCCC2)c1 (stereo not drawn)	-1.6	-2	1	10	-4	0.8	-5	-5	-1.5	-2
Cc1c(C(=O)Nc2ccc(Nc3ccccc3)cc2)cccc1[N+](=O)[O-]	0.1	-22	0	6	-1	2.9	-3	-3	0.6	0
FCCCOc1ccc(/C=N/OCc2ccc(Cl)cc2)cc1	-1.6	-4	-6	-15	10	4.2	-1	-19	-0.6	0
O=C(NCc1ccc2c(c1)OCO2)C1CCCN(S(=O)(=O)c2cccc3cccnc23)C1 (stereo not drawn)	-0.6	1	2	-5	-12	0.4	-5	18	-0.5	-1
CCOc1ccc(-n2c(-c3ccco3)n[nH]c2=S)cc1	1.8	-1	-2	3	0	-1.3	-1	-6	-1.4	0
CCOC(=O)c1c(-c2ccc(F)cc2)cn2ccccc12	3.0	-9	0	-12	9	0.8	-3	-8	-1.0	2
Cc1ccc(S(=O)(=O)CCC(=O)Nc2ccccc2C)cc1	0.9	0	-3	-3	-15	-1.4	-1	-9	0.3	2
C=CCNC(=O)c1ccccc1NS(=O)(=O)c1ccccc1	-0.6	-1	-1	2	-14	-1.4	-6	-7	-1.2	1
O=C(Nc1ncc(S(=O)(=O)c2ccc([N+](=O)[O-])cc2)s1)c1ccc2ccccc2c1	-0.3	15	0	9	-4	0.5	-3	0	0.9	7
Cc1cccc(N(CC(=O)Nc2ccc(F)cc2)S(C)(=O)=O)c1	-0.9	4	-2	-6	-8	-0.6	-5	-5	-0.2	-1
COCCNC(=O)C1(C)CCCN(C(=O)c2ccc(OC)cc2OC)C1 (stereo not drawn)	-0.8	6	0	1	-1	0.1	0	·	0.1	-2
C=CCSc1nc(Oc2ccccc2)c2sccc2n1	-0.7	0	-3	11	-7	2.8	-4	-5	-0.8	3
Cc1ccc(C(CC(=O)NCc2ccco2)c2ccc(OC(C)C)cc2)cc1 (stereo not drawn)	0.3	7	-2	-1	11	1.8	4	-6	-0.8	3
Cc1nn(C)c(C)c1S(=O)(=O)N(CC(=O)N1CCc2ccccc2C1)c1ccc(C(C)C)cc1	0.1	-3	-2	11	-10	1.1	1	-12	0.3	-1
O=C(Nc1nnc(C2=COCCO2)o1)c1ccc(Cc2ccccc2)cc1	0.0	0	3	-6	1	1.8	-2	-5	0.2	1
CCn1c(CC(=O)Nc2ccccc2)nnc1SCc1nc2ccccc2c(=O)[nH]1	0.7	3	4	-13	-3	-0.6	-2	-4	0.1	0
COc1ccc(OC)c(S(=O)(=O)Nc2cccc(C(C)=O)c2)c1	-0.9	1	-2	-3	-8	0.3	-1	-4	-0.3	2
COc1ccc(CC(=O)Nc2cccnc2)cc1	1.0	5	6	-41	6	-1.6	-10	-4	-1.6	-2
CCOC(=O)/C=c1\s/c(=C\c2ccccc2C)c(=O)n1CC(=O)NCc1ccc2c(c1)OCO2	2.0	9	4	-29	-25	0.2	0	-9	0.1	0
O=C(N/N=C/c1ccc(F)cc1)c1ccc(Br)cc1	0.4	1	-1	-11	0	0.1	-3	30	0.2	-3
O=C(N/C=N/OCc1ccc(Cl)cc1Cl)NOCc1ncc(C(F)(F)F)cc1Cl	15*	-11	-1	0	4	3.3	0	-10	0.4	8
OC(COc1ccc(OCC(O)CN2CCCCCC2)cc1)CN1CCCCCC1 (stereo not drawn)	·	-6	0	-4	-12	0.3	0	-2	-1.0	-4
O=[N+]([O-])c1cccc(NC(=S)N2CCN(c3ccccn3)CC2)c1	1.5	2	-7	15	-2	6.9	7	-8	0.1	8
O=C(NCc1cccnc1)C(=O)NCC1OCCN1S(=O)(=O)c1cc(F)ccc1F (stereo not drawn)	0.4	0	4	1	-15	1.1	-8	-13	-0.7	3
COC(=O)Cn1c(-c2ccc(OC)cc2)c(-c2ccc(OC)cc2)nnc1=O	1.2	-4	-41	-2	-5	-0.7	-2	2	-1.4	-1
CC(OC(=O)c1ccc(F)cc1)C(=O)Nc1nc(-c2cccc([N+](=O)[O-])c2)cs1 (stereo not drawn)	-0.7	-9	-14	8	13	3.3	-4	-11	-0.7	4
CCCn1nnc(NC(=O)COc2ccccc2Cl)n1	0.4	1	-1	-7	2	-2.6	-7	-3	-1.3	-1

Whole records, looked up by structure.
`Cc1ccc(S(=O)(=O)CCC(=O)Nc2ccccc2C)cc1` reads MsrA inhibitor = 0.9; DNMT1 block = 0; SUMO1-SIM PPI = -3; NRP1-CendR mod = -3; eLon inh = -15; LMPTP inh = -1.4; bovine MsrA act = -1; Scp-1 inhibitor = -9; TbMetRS inhib = 0.3; STEP inh = 2
`O=C(N/C=N/OCc1ccc(Cl)cc1Cl)NOCc1ncc(C(F)(F)F)cc1Cl` reads MsrA inhibitor = 15*; DNMT1 block = -11; SUMO1-SIM PPI = -1; NRP1-CendR mod = 0; eLon inh = 4; LMPTP inh = 3.3; bovine MsrA act = 0; Scp-1 inhibitor = -10; TbMetRS inhib = 0.4; STEP inh = 8

Next records.
structure	MsrA inhibitor	DNMT1 block	SUMO1-SIM PPI	NRP1-CendR mod	eLon inh	LMPTP inh	bovine MsrA act	Scp-1 inhibitor	TbMetRS inhib	STEP inh
Nc1c(-c2ccc(C(F)(F)F)cc2)nc2ncccn12	-0.5	·	-23	-1	·	-0.3	·	·	-0.8	·
O=C1NC(c2ccc(Br)cc2)=N/C1=C/c1ccco1	0.3	17	0	-26	-4	0.0	-3	-5	-0.1	0
CC(C)(C)c1ccc(-n2ncc3c2CCCC3NC(=O)CN2CCCC2=O)cc1 (stereo not drawn)	-0.7	0	1	7	-15	-1.3	-2	-7	-0.3	5
CN(C)c1ccnc2sc3c(=O)n(-c4ccccc4)cnc3c12	2.3	-2	-9	-1	-3	1.1	-4	-7	0.1	6
Cc1cc(C)c2c3c(sc2n1)C(=O)N(c1ccccc1)CC(=O)N3	1.4	-3	-23	-8	0	-0.8	-4	-8	-0.3	-1
Cc1ccc(C(C)C)c(OCCCn2ccnc2C)c1	-0.3	1	1	5	-4	-0.8	-2	-10	-1.5	2
O=C(CNC(=O)c1ccc(Br)cc1)Nc1ccc2c(c1)CCC2	1.6	35	3	-2	6	0.7	-4	-5	-0.5	1
O=C(N/N=C\c1c[nH]c2ccccc12)c1ccc(O)cc1	5.3*	-2	-3	-19	8	-1.4	-5	1	-0.3	-3
CC(C)c1ccc(NC(=O)c2cccc(NC3=NC4CS(=O)(=O)CC4S3)c2)cc1 (stereo not drawn)	0.3	-3	5	-5	-1	0.4	-4	-12	-0.3	0
O=C(O)/C(=C/c1cccnc1)NC(=O)c1ccccc1	-0.2	6	-4	-10	7	-0.9	-7	-7	-0.3	-2
CCN(c1ccc(C)cc1C)S(=O)(=O)c1nnc(NC(=O)c2ccco2)s1	3.4	8	9	-18	-8	0.4	-10	38	0.0	-1
CCOC(=O)c1cc(-c2ccc(N3CCOCC3)cc2)nn1-c1ccccc1	0.1	-3	0	0	-5	0.3	-7	-5	-0.6	1
C/C(N)=C(/C#N)C(=O)CSc1nc2scc(-c3ccccc3)c2c(=O)n1C	0.2	-4	2	-2	4	5.8	-6	-7	0.8	4
CS(=O)(=O)N1CCN(C(=O)c2csc3ccccc23)CC1	-0.5	-1	-3	-5	-4	-0.9	1	9	0.5	-1
O=C(c1ccc(Br)cc1)N1CCCC(c2nc(-c3cccs3)no2)C1 (stereo not drawn)	0.7	0	7	-15	6	0.1	-1	-1	-0.5	1
O=C1OC(c2ccc(Cl)cc2)=C/C1=C/c1cccnc1	0.2	-1	1	-11	0	-2.4	-1	32	0.1	0

Reformatted with each value named: part of the list above.
> CN(C)c1ccnc2sc3c(=O)n(-c4ccccc4)cnc3c12
  MsrA inhibitor: 2.3 | DNMT1 block: -2 | SUMO1-SIM PPI: -9 | NRP1-CendR mod: -1 | eLon inh: -3 | LMPTP inh: 1.1 | bovine MsrA act: -4 | Scp-1 inhibitor: -7 | TbMetRS inhib: 0.1 | STEP inh: 6
> O=C(O)/C(=C/c1cccnc1)NC(=O)c1ccccc1
  MsrA inhibitor: -0.2 | DNMT1 block: 6 | SUMO1-SIM PPI: -4 | NRP1-CendR mod: -10 | eLon inh: 7 | LMPTP inh: -0.9 | bovine MsrA act: -7 | Scp-1 inhibitor: -7 | TbMetRS inhib: -0.3 | STEP inh: -2
> C/C(N)=C(/C#N)C(=O)CSc1nc2scc(-c3ccccc3)c2c(=O)n1C
  MsrA inhibitor: 0.2 | DNMT1 block: -4 | SUMO1-SIM PPI: 2 | NRP1-CendR mod: -2 | eLon inh: 4 | LMPTP inh: 5.8 | bovine MsrA act: -6 | Scp-1 inhibitor: -7 | TbMetRS inhib: 0.8 | STEP inh: 4
> CCOC(=O)c1cc(-c2ccc(N3CCOCC3)cc2)nn1-c1ccccc1
  MsrA inhibitor: 0.1 | DNMT1 block: -3 | SUMO1-SIM PPI: 0 | NRP1-CendR mod: 0 | eLon inh: -5 | LMPTP inh: 0.3 | bovine MsrA act: -7 | Scp-1 inhibitor: -5 | TbMetRS inhib: -0.6 | STEP inh: 1

Screens: PubChem BioAssay, several laboratories
